OX1R antag: antagonists of human orexin 1 receptor (OX1R). Orexin/Hypocretin receptor type 1 (Homo sapiens), O43613. OX1R-expressing cells, FRET antagonist read-out. inhibition, % at 6.6 µM. hit rate 1.8% among 330,000; in the data active = inhibition mostly above about 38%, no sharp cut-off; inactive = mostly below about 40%;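 also: 0% = agonist challenge alone and 100% = reference antagonist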
Target sequence (O43613 whole entry, looked up): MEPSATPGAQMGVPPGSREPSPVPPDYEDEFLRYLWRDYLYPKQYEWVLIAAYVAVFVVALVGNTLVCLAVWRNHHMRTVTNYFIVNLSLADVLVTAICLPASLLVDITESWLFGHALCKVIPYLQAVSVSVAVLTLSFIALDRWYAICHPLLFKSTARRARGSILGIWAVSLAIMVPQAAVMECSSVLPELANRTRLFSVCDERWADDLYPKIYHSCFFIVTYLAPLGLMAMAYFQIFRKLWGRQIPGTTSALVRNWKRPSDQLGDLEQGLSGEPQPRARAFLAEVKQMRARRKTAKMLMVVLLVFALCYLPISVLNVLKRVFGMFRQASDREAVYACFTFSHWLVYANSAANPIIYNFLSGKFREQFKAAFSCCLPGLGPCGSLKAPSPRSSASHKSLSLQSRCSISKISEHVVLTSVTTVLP
KCNQ2 block: KCNQ2 potassium channel inhibitors, primary screen, cell-based, CHO-K1, FluxOR thallium flux, B-score (AID 2156) | 20 min; hits give low values | B-score at 10 µM | hit rate 1.1% among 310,000;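 active = fluorescence ratio B-score at most minus 3 library SDs, with starting brightness B-score within 2 library SDs, cut at about -5.5 in these data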
STK33 inh: inhibitors of purified STK33 kinase, primary screen, biochemical, ADP-Glo luminescence, homogeneous, cell-free | Serine/threonine-protein kinase 33 (Homo sapiens), Q9BYT3 | MBP phosphorylation | inhibition, % at 10 µM | hit rate 0.073% among 320,000;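 active = inhibition at or above 25%, using the most active replicate where run in duplicate; inactive = inhibition below 25%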
Target sequence (Q9BYT3 whole entry, looked up): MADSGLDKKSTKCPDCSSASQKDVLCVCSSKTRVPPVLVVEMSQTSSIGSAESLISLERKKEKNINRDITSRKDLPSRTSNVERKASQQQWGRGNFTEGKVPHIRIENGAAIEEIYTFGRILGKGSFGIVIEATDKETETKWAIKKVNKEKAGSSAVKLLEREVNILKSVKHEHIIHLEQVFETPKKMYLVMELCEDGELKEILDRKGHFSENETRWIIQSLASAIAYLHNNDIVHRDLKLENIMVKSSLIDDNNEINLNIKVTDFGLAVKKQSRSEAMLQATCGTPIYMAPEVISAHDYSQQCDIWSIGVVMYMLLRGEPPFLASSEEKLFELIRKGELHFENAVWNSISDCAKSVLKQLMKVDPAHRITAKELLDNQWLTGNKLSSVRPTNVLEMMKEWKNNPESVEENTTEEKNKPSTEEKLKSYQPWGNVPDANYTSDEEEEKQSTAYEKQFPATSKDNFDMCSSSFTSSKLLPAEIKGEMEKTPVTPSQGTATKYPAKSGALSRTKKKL
* = called active by the depositor; i = inactive; . = no result given; & = joins results of further samples.

Preview:
SMILES	OX1R antag	KCNQ2 block	STK33 inh
Nc1ncnc2c1ccn2[C@@H]1O[C@H](CO)[C@@H](O)[C@H]1O	34	i	0.1
O=C(c1ccc2c(=O)n(Cc3ccc4c(c3)OCO4)c(=S)[nH]c2c1)N1CCC2(CC1)OCCO2	11	i	-1.2

The listing, repeating the preview:
SMILES	OX1R antag	KCNQ2 block	STK33 inh
Nc1ncnc2c1ccn2[C@@H]1O[C@H](CO)[C@@H](O)[C@H]1O	34	i	0.1
O=C(c1ccc2c(=O)n(Cc3ccc4c(c3)OCO4)c(=S)[nH]c2c1)N1CCC2(CC1)OCCO2	11	i	-1.2
CN1c2ccc([N+](=O)[O-])cc2CC2(C(=O)NC(=O)N(c3ccc(Br)cc3)C2=O)C1c1ccccc1 (stereo unspecified)	20	i	-1.5
O=C(CN1CCCCC1)NCC(=O)Nc1ccc(Br)cc1C(=O)c1ccccc1	9	i	-0.3
CN1CCc2nc(SCc3cccc(Br)c3)c(C#N)cc2C1	13	i	0.6
O=[N+]([O-])c1ccccc1Cl	7	.	0.2
CCCCCCn1c(O)c(C=NC2CCN(Cc3ccccc3)CC2)c(=O)[nH]c1=O	10	i	2.4
O=C(C[N+]12CCC(CC1)C(OC(=O)c1ccccc1)C2)c1ccc([N+](=O)[O-])cc1 (stereo unspecified)	70*	i	0.7
C[C@]12CCC3C(CC[C@H]4C[C@@H](O)CC[C@]34C)C1C[C@@H](Br)[C@H]2O (stereo partly specified)	3	.	0.2
CC1CCN(CCc2nc3ccccc3[nH]2)CC1	-12	i	-2.3
COC(=O)C1=C(c2ccc(F)cc2OCc2ccccc2)C[C@@H]2CC[C@H]1N2C(=O)NC(C)C	13	.	-0.6
CC12CCCCC1=[N+]([O-])CN2O (stereo unspecified)	6	i	0.5
COC(=O)C1=C(c2cccc(C#N)c2)C[C@@H]2CC[C@H]1N2C(=O)NC1Cc2ccccc2C1	10	.	-0.8
O=c1[nH]c(=S)n(-c2ccccc2F)c(O)c1C=Nc1ccc(N2CCOCC2)cc1	26	i	-0.2
O=C(c1ccc2c(c1)ncn2C1CCCCC1)N1CCC2(CC1)OCCO2	20	i	1.1
Cc1ccc(N2C(=O)/C(=C/N3CCN(C(=O)c4ccco4)CC3)C(=O)NC2=S)cc1C	16	i	0.6
Fc1ccc(CNCCc2ccccc2F)cc1	8	i	0.6
CSc1ccc(C(c2c(O)c3ccccc3oc2=O)c2c(C)n(C)n(-c3ccccc3)c2=O)cc1 (stereo unspecified)	28	i	-0.4
O=C1CC(N2CC=C(c3ccc(F)cc3)CC2)C(=O)N1c1ccc(F)cc1 (stereo unspecified)	4	i	-1.0
C[C@]12CCC3C(CC[C@H]4C[C@H](O)CC[C@]34C)C1C[C@H](O)[C@@H]2O (stereo partly specified)	5	.	0.1
Cn1c(O)c(C=Nc2ccccc2Sc2ccccc2)c(=O)n(C)c1=O	20	i	-0.9
COC(=O)CCCC(NC(=S)N1CC2C[C@@H](C1)Cn1c2cccc1=O)C(=O)OC (stereo partly specified)	10	i	-1.4
C=CCn1c(O)c(C(C)=NCc2ccc3c(c2)OCO3)c(=O)[nH]c1=O	9	i	1.8
c1ccc2nc(OCCN3CC3)ccc2c1	11	i	-0.7
CCCOP(=O)(OCCC)C(NC(=O)c1ccccc1)=C(Cl)Cl	33	i	-1.5
CCOC(=O)CC(NC(=O)C(Cc1ccc(N(CCCl)CCCl)cc1)NC(C)=O)C(=O)OCC (stereo unspecified)	11	i	-2.1
CC(=O)O[C@@H]1/C=C/[C@](C)(O)C[C@@H](C)C/C=C/[C@H]2[C@H](O)[C@@](C)(O)[C@@H](C)[C@H]3[C@H](Cc4ccccc4)NC(=O)[C@@]312	12	i	1.1
O=C(C(=O)N1CCOCC1)c1cn(CCCOc2ccccc2)c2ccccc12	14	i	-0.2
Cc1cccn2c(NCC3CCCO3)c(C(C)C)nc12 (stereo unspecified)	7	i	-0.3
C=CC1CN2CCC1CC2C(OC(C)=O)c1ccnc2ccc(OC)cc12 (stereo unspecified)	6	i	-1.1
COc1ccc2c(CCN)c[nH]c2c1	11	i	0.6
COc1ccc(/C=C2\C(=O)NC(=S)N(C)C2=O)cc1C	7	i	-1.1
O=c1[nH]c(=S)n(Cc2ccc(F)cc2)c(O)c1C=NCC1CCCO1 (stereo unspecified)	13	i	0.3
CN1CCN(c2ncnc3c2cnn3C)CC1	-4	i	-0.4
CCC/C(=N\O)c1c[nH]c2ccccc12	11	i	-1.3
CCc1nn(CC(=O)N2CCC3(CC2)OCCO3)c(=O)c2cccn12	6	i	3.5
C=CCOC(=O)c1ccccc1N	-1	.	-0.6
COC(=O)C1=C(c2cc3ccccc3o2)C[C@@H]2CC[C@H]1N2C(=O)NCc1ccco1	51	i	-0.6
O=C1NC(=O)N(Cc2ccc(F)cc2)C(=O)/C1=C/c1cccs1	34	i	2.1
CCOC(=O)c1c(C)n(C(C)C)c2ccc(OC(=O)c3ccc(N4C(=O)CCC4=O)cc3)cc12	14	i	0.8
O=C(NC1CN2CCC1CC2)c1cc(Cl)c([N+](=O)[O-])c2nc[nH]c12 (stereo unspecified)	130*	i	-0.5
O=C(c1ccccc1F)N1CCC2(CC1)OCCO2	12	i	-1.8
C1CCC(NC2CCCCC2)CC1	3	.	-0.9
Clc1ccc(C(OCCN2CCCCC2)c2ccccc2)cc1 (stereo unspecified)	10	.	-1.5
Nc1ccccc1C(=O)OCCc1ccccc1	8	.	0.4
COc1ccc2[nH]c3c(c2c1)CCN=C3C	2	.	-0.5
Cc1nc2ccccc2c(=O)n1-c1cccnc1	7	i	1.6
CCCCOc1ccc(C(C)=O)cc1Cc1c(O)[nH]c(=S)[nH]c1=O	4	i	-1.8

Ordered by formula weight (largest number first): some entries from above
SMILES	OX1R antag	KCNQ2 block	STK33 inh
CCOC(=O)CC(NC(=O)C(Cc1ccc(N(CCCl)CCCl)cc1)NC(C)=O)C(=O)OCC (stereo unspecified)	11	i	-2.1
Cc1ccc(N2C(=O)/C(=C/N3CCN(C(=O)c4ccco4)CC3)C(=O)NC2=S)cc1C	16	i	0.6
COC(=O)CCCC(NC(=S)N1CC2C[C@@H](C1)Cn1c2cccc1=O)C(=O)OC (stereo partly specified)	10	i	-1.4
COC(=O)C1=C(c2cc3ccccc3o2)C[C@@H]2CC[C@H]1N2C(=O)NCc1ccco1	51	i	-0.6
C[C@]12CCC3C(CC[C@H]4C[C@@H](O)CC[C@]34C)C1C[C@@H](Br)[C@H]2O (stereo partly specified)	3	.	0.2
C=CC1CN2CCC1CC2C(OC(C)=O)c1ccnc2ccc(OC)cc12 (stereo unspecified)	6	i	-1.1
O=c1[nH]c(=S)n(Cc2ccc(F)cc2)c(O)c1C=NCC1CCCO1 (stereo unspecified)	13	i	0.3
CCCCOc1ccc(C(C)=O)cc1Cc1c(O)[nH]c(=S)[nH]c1=O	4	i	-1.8
CCc1nn(CC(=O)N2CCC3(CC2)OCCO3)c(=O)c2cccn12	6	i	3.5
Clc1ccc(C(OCCN2CCCCC2)c2ccccc2)cc1 (stereo unspecified)	10	.	-1.5
Cc1cccn2c(NCC3CCCO3)c(C(C)C)nc12 (stereo unspecified)	7	i	-0.3
Nc1ncnc2c1ccn2[C@@H]1O[C@H](CO)[C@@H](O)[C@H]1O	34	i	0.1
Fc1ccc(CNCCc2ccccc2F)cc1	8	i	0.6
Nc1ccccc1C(=O)OCCc1ccccc1	8	.	0.4
Cc1nc2ccccc2c(=O)n1-c1cccnc1	7	i	1.6
CCC/C(=N\O)c1c[nH]c2ccccc12	11	i	-1.3

Following part
SMILES	OX1R antag	KCNQ2 block	STK33 inh
Cn1c(O)c(C=NC2CCN(Cc3ccccc3)CC2)c(=O)[nH]c1=O	1	i	-1.9
COc1cc(CN=C(C)c2c(O)n(C)c(=O)n(C)c2=O)cc(OC)c1	-1	i	0.6
CCN1CCN(c2nc3c(c(=O)[nH]2)CCCC3)CC1	18	i	.
CCOc1cc2c(cc1OCC)-n1cccc1C(c1cccc([N+](=O)[O-])c1)NC2 (stereo unspecified)	12	i	-0.9
COC(=O)CCCNC(=O)CN1CC(c2ccccc2)CC1=O (stereo unspecified)	12	i	6.3
COc1ccc(C(O)P(=O)(OC(C)C)OC(C)C)cc1 (stereo unspecified)	3	i	0.6
COc1ccc(CC2(CCc3ccncc3)C(=O)NC(=O)NC2=O)cc1	10	i	-1.6
COC(=O)C1=C(c2ccc(OC)c(OC)c2)C[C@@H]2CC[C@H]1N2C(=O)NCCc1ccccc1	5	.	-0.9
CCN1CCN(Cc2cc(Br)cc(Br)c2O)CC1	15	i	-0.4
CC1CCCC(NC(=O)COC(=O)Cc2ccccc2)C1C (stereo unspecified)	3	i	-0.2
COc1cc(CC2C(=O)N(C)C(=O)N(C)C2=O)ccc1OCc1ccccc1	5	i	-1.8
Brc1ccc(-[n+]2c(-c3ccccc3)cc(-c3ccccc3)cc2-c2ccccc2)cc1	28	-8.4*	0.0
Cc1ccccc1NC1=NCC(C)S1 (stereo unspecified)	11	i	0.0
Cc1cc(OC(=O)N(C)C)n(-c2ccccc2)n1	-12	i	-0.7
COc1cc([C@@H]2c3cc4c(cc3[C@@H](OC)[C@H]3COC(=O)[C@H]23)OCO4)cc(OC)c1O	15	i	-0.5
CC(N)Cc1c[nH]c2c1ccc1ccccc12 (stereo unspecified)	4	i	.
C[C@]12CCC3C(CC[C@H]4C[C@H](O)CC[C@]34C)C1[C@@H](O)C[C@@H]2O (stereo partly specified)	4	.	0.3
COC(=O)C1=C(c2ccc3ccccc3c2)C[C@@H]2CC[C@H]1N2C(=O)N1CCCC1	8	.	-1.0
C[C@@H]1C2C[C@@]34COC(=O)C3=CC=C[C@H]4[C@@]13C[C@H](c1ccoc1)O[C@@H]3O2	36	.	0.6
O=P(Nc1cccnc1)(Oc1ccccc1Cl)Oc1ccccc1Cl	20	i	-0.7
COC(=O)Cn1cc(C=C2C(=O)N(C)C(=O)N(C)C2=O)c2ccccc21	6	i	0.0
CN(C)c1nc(N(C)C)nc(N(C#N)CCCl)n1	6	i	-0.7
O=C1CSC2(CN3CCC2CC3)N1 (stereo unspecified)	1	i	-1.1
CCc1nnc(NS(=O)(=O)c2ccc(N=Cc3c(O)n(-c4ccccc4)c(=O)[nH]c3=O)cc2)s1	25	i	-3.5
COc1cc(C)cc(CN2CC=C(c3ccccc3)CC2)c1O	6	i	0.1
Oc1c(Cl)c(Cl)c(Cl)c(Cl)c1Cl	36	i	1.4
CN(C)CC#CCn1c2ccccc2c2ccccc21	4	i	-0.4
Brc1ccc(CN2CCNCC2)s1	2	i	-1.1
O=C1CN=C(c2ccccc2)c2cc(Br)ccc2N1	8	i	-0.5
COc1ccc(C(O)c2ccccc2OP(=O)(N(C)C)N(C)C)cc1 (stereo unspecified)	10	i	-2.0
O=C(CCCCCn1c(=S)[nH]c2ccccc2c1=O)N1CCC2(CC1)OCCO2	13	i	0.6
CC(=O)O[C@H]1CC[C@@]2(C)C(=CC(=O)C3C2CC[C@@]2(C)C3C[C@H](OC(C)=O)[C@@H]2OC(C)=O)C1 (stereo partly specified)	7	.	-0.8
COC(=O)C1=C(c2ccc(C(C)=O)cc2)C[C@@H]2CC[C@H]1N2C(=O)NCCCOC(C)C	3	.	-0.4
O=P(Nc1ccccc1)(Nc1ccccc1)Oc1ccc(Cl)cc1	4	-9.7*	-0.1
CCC(=Nc1ccc2c(c1)CCC2)c1c(O)n(C)c(=O)n(C)c1=O	8	i	-0.5
C=CCN1CC[C@]23c4c5ccc(O)c4O[C@H]2C(=O)CC[C@@]3(O)[C@H]1C5	10&1	i	-1.7&-2.6
Cc1ccc(S(=O)(=O)N2CCCC2c2cccnc2)cc1 (stereo unspecified)	4	i	-0.5
O=C(c1ccc(CS(=O)(=O)c2ccc(Br)cc2)o1)N1CCC2(CC1)OCCO2	5	i	-0.8
COc1ccc(N2C(=O)NC(=O)/C(=C\c3cn(CC(=O)N4CCOCC4)c4ccccc34)C2=O)c(OC)c1	7	i	1.6
O=C1Nc2cc(C(=O)N3CCC4(CC3)OCCO4)ccc2NC1CSCc1cccc(F)c1 (stereo unspecified)	16	i	0.8
COc1c(/C=C2/C(=O)NC(=O)N(C)C2=O)c(CCN(C)C(=O)c2ccccc2)cc2c1OCO2	13	i	0.1
O=C1CC(=O)N(c2ccc(Cl)cc2)C(=O)N1	36	i	-0.3
CN1CCc2nc(SCc3ccccc3Br)c(C#N)cc2C1	12	i	-0.6
COc1ccccc1N1CCN(Cc2ccccc2Cl)CC1	12	i	-0.3
Cn1c(O)c(C=Nc2cccc(C(F)(F)F)c2)c(=O)n(C)c1=O	11	i	-1.1
O=P(/C(=N/O)N1CCCCC1)(N1CCOCC1)N1CCOCC1	28	i	-2.7
O=C1CC(c2cccnc2)=NN1c1ccccc1	38	i	4.6
N#C[C@H](O[C@@H]1O[C@H](CO[C@@H]2O[C@H](CO)[C@@H](O)[C@H](O)[C@H]2O)[C@@H](O)[C@H](O)[C@H]1O)c1ccccc1	5	.	0.1
CN(C)c1ccc(C(=O)c2ccc(N(C)C)cc2)cc1	23	i	3.2
COc1ccc2[nH]c(C)c(CCNCc3cn(C)c4ccccc34)c2c1	24	.	0.9
O=C1NC(=O)C2(Cc3ccccc3N3CCCC32)C(=O)N1c1ccc(Cl)cc1 (stereo unspecified)	13	i	0.5
NP(=O)(OCCCc1ccccc1)c1ccccc1 (stereo unspecified)	16	i	0.2
CC(C)OC(=O)C1C2c3ccccc3C(c3ccccc32)C1C(=O)O (stereo unspecified)	22	i	0.8
CCCC1(CCC)C(=O)NC(=Nc2ccccc2)NC1=O	11	i	-2.0
C[C@]12CCC3C(CC[C@H]4C[C@@H](O)CC[C@]34C)C1CCC2=O (stereo partly specified)	12	.	-0.8
CN1CCCN(C(=O)COc2ccccc2Br)CC1	4	i	1.1
CCCCn1c(=O)c(C(=O)NCc2ccco2)c(O)c2ccccc21	10	i	-1.3
CN(C)C1(c2nnnn2-c2ccc(Cl)cc2)CCCCC1	4	i	-0.7

These rows are one share of the data; count on the stated rates, not on these rows.
